Source: PubChem
MC4R antagonist: antagonists of human melanocortin 4 receptor (MC4R) | AID 540295 | P32245 | inhibition, % at 6.5 µM | MC4R-expressing cells, MTII-stimulated cAMP, LANCE TR-FRET | hit rate 0.48% among 360,000;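 active = inhibition above its plate's cutoff, the mean of tested wells on that plate plus 3 SD, cut at about 29% in these data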;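 note: 0% = Melanotan II alone and 100% = Melanotan II plus saturating MCL0020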
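System: U2OS-MC4R stable cell line; Technique: Eu-cAMP/anti-cAMP TR-FRET, emission 671 nm; Repeats: single well per compound; Also added: Melanotan II; Dosing: one concentration, 6.5 µM nominal; Schedule: 30-min compound, 1-h challenge, 1-h detection, room temperature.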
ABCB6 inh MLPCN: blocks the human ABCB6 transporter | fluorescence ratio to DMSO, % at 10 µM | AID 602162 | K562-ABCB6 porphyrin accumulation, flow cytometry, 1 h; stronger effect = lower value | Q9NP58 | hit rate 0.19% among 360,000;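 active = fluorescence ratio to DMSO below 75%, the collection mean minus 3 SD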;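 note: signal is porphyrin accumulated inside mitochondria; 100% equals median channel fluorescence of DMSO control wells; lower ratio means ABCB6 inhibition with less porphyrin fluorescence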
hiPSC survival: enhancers of human iPSC single-cell survival; hiPSC single-cell survival, ATPlite luminescence; 100% = ROCK inhibitor wells, 0% = DMSO; survival enhancement, % at 20 µM; hit rate 0.044% among 360,000; AID 602274; in the data active = survival enhancement above about 18%;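 note: cells exposed to compounds for 16 hours before the ATP read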
N-glyco inh: N-linked glycosylation inhibition | D54 ERlucT glycosylation luciferase reporter, 24 h; percent of 100 nM tunicamycin response | reporter increase, % at 12.5 µM | hit rate 0.23% among 360,000 | AID 588692;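 active = mean luciferase reporter signal, scaled so untreated is 0 and the glycosylation-blocking control 100, at or above a set limit in every replicate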;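 note: luciferase carries N-glycosylation sites so blocking glycosylation raises the light; 0% = median of neutral control wells and 100% = median of 100 nM tunicamycin wells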
ABHD5-PLIN5 inh: inhibitors of human ABHD5-perilipin-5 interaction. Split G. princeps luciferase complementation, luminescence, 4 h. inhibition, % at 4 µM. AID 602281. hit rate 0.78% among 360,000;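 active = inhibition above the mean inhibition across every tested compound plus 3 SD, cut at about 22% in these data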;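 note: 0% = DMSO only wells and the 100% control is not disclosed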
Target sequence (Q00G26 whole entry, looked up): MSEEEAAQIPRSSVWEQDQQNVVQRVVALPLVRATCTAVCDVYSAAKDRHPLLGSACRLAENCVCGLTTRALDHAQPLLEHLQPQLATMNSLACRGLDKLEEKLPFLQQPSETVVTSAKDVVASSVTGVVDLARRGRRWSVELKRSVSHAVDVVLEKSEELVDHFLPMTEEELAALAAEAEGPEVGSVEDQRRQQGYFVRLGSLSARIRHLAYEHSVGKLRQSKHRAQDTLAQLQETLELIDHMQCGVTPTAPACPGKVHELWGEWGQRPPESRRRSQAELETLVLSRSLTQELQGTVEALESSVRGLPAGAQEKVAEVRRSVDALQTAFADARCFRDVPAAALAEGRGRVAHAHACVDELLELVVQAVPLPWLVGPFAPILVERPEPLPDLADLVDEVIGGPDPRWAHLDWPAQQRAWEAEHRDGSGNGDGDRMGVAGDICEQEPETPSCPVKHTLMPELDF
Target sequence (Q8WTS1 whole entry, looked up): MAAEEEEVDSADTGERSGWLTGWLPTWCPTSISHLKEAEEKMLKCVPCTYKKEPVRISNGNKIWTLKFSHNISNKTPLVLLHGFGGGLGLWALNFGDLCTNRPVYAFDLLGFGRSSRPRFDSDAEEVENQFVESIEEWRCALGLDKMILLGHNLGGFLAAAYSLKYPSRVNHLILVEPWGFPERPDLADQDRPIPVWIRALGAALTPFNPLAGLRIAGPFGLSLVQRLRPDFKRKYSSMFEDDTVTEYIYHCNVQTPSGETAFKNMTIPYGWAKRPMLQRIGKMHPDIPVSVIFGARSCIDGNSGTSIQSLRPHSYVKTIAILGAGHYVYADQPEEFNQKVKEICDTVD
m5-HT2A agonist: activates the mouse 5-HT2A serotonin receptor; activation, % at 7.6 µM; P35363; hit rate 0.66% among 360,000; CHO-K1 mHTR2A beta-arrestin complementation, luminescence; percent of 30 µM serotonin response;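 active = activation above a run cutoff, the mean activation of all tested compounds plus 3 SD, cut at about 14% in these data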;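 note: 0% = plate median of compound wells and 100% = 30 µM serotonin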
MC4R ag barr: human MC4R agonism via beta-arrestin; P32245; U2OS MC4R beta-arrestin complementation, luminescence; percent of melanotan II response, DMSO zero; activation, % at 8.9 µM; hit rate 0.98% among 360,000; AID 540308;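 active = activation above a per-plate cutoff, the mean activation of sample wells on that plate plus 3 SD, cut at about 8% in these data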
Granule exo inh: lytic granule exocytosis inhibition; TALL-104 LAMP-1 surface exposure, flow cytometry; cells stimulated with thapsigargin and PMA; hit rate 0.66% among 360,000; inhibition, % at 10 µM; AID 651702;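 active = inhibition above about 55%, limit read from the data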
H9c2 protect: protects H9c2 cardiomyocytes from peroxide injury | H2O2 injury protection, ATPLite, 2 h | protection from H2O2 cell death, % at 20 µM | hit rate 0.63% among 360,000 | AID 588492;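 active = compounds giving at least 50% protection of heart cells from peroxide-induced death in the single-dose screen, raw or plate-pattern-corrected value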;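 note: 0% = DMSO wells with peroxide and 100% = DMSO wells without peroxide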
aDG glyco act: alpha-DG glycosylation activation. Pro5-aDG cells, alpha-DG glycosylation AlphaScreen (IIH6); 0% Pro5, 100% B10-LARGE cell signal. activation, % at 10 µM. AID 624168. hit rate 0.22% among 360,000;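 active = activation of at least 8% versus controls, or a plate z-score of at least 8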;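 note: Pro5 are CHO cells carrying HIG-tagged alpha-DG that lacks glycosylation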
* marks the source's active call; other numbers are inactive results; nt = not tested or not shown. Rows were taken by chance, and some 4.5% of all compounds hit somewhere here.

SMILES	MC4R antagonist	ABCB6 inh MLPCN	hiPSC survival	N-glyco inh	ABHD5-PLIN5 inh	m5-HT2A agonist	MC4R ag barr	Granule exo inh	H9c2 protect	aDG glyco act
CCOC(=O)c1cnc(SCC(=O)Nc2ccc3c(c2)OCCO3)nc1N	7.6	100.0	-0.1	-3.4	1.3	1.6	-1.3	5.9	-16.0	0.1
CC(=O)N1CCN=C1SCc1ccc(Cl)cc1	-4.0	98.0	-2.0	4.0	2.5	2.0	-0.1	6.5	-3.2	-0.2
CC(C)C(Sc1nc(-c2ccccc2)cc(-c2ccccc2)c1C#N)C(=O)O (stereo unspecified)	18.0	99.0	1.0	0.6	-4.1	0.5	-0.3	0.2	-6.9	-0.6
O=C(NC(Cc1ccccc1)C(=O)O)/C(=C\c1ccco1)NC(=O)c1ccccc1Br (stereo unspecified)	13.2	100.0	2.3	2.1	3.2	1.1	-1.9	-2.7	-0.4	0.0
Cc1cccc(N2CCN(C(=O)c3ccccc3NC(=O)C3=CSCCO3)CC2C)c1 (stereo unspecified)	4.4	107.0	-0.3	-1.4	1.0	6.7	0.4	5.4	-2.8	0.0
CCOc1ccc(NC(=O)C2CC(=O)N(C)C(=Nc3ccc4c(c3)OCO4)S2)cc1 (stereo unspecified)	-5.6	102.0	0.7	-2.1	-7.2	-1.8	-0.1	-3.9	-4.4	-0.3
CCN(CC)CCCC(C)NC1=NCCCCC1 (stereo unspecified)	16.0	91.0	2.3	2.1	1.5	3.3	-0.6	-0.1	-11.0	0.1
Cc1cc2oc(=O)cc(CSc3nc(N)cc(N)n3)c2cc1C(C)C	-17.3	94.0	-1.3	-1.1	3.2	-1.4	0.7	-1.6	12.2	0.1
CC(=O)N1c2ccc(S(=O)(=O)N3CCC(C(=O)NC4CCCC(C)C4C)CC3)cc2CC1C (stereo unspecified)	6.1	98.0	-1.2	-3.7	-12.8	-2.0	-1.0	-1.5	3.0	0.4
CC(=O)C(C)Sc1nnc(-c2ccccc2F)n1C1CC1 (stereo unspecified)	10.2	98.0	0.9	1.6	3.2	1.4	-0.9	0.7	-2.3	-0.1
COc1ccccc1-c1noc(CSc2nc(N)cc(=O)[nH]2)n1	-0.7	97.0	-0.4	3.3	3.4	0.7	-0.5	5.4	2.0	-0.2
COc1ccc(NC(=O)CSc2ncnc3c2cnn3CCc2ccccc2)cc1	1.9	106.0	-2.4	-3.8	-0.2	0.1	-0.9	3.3	-3.8	0.1
CC1(C(=O)NCc2ccccc2Br)CCN1Cc1csc2ccccc12 (stereo unspecified)	12.4	99.0	-0.3	-5.2	1.1	-8.1	-0.9	0.3	-9.7	0.2
Cc1ccc(C(=O)N/C(=C\c2cn(C)c3ccccc23)C(=O)NCCCN2CCOCC2)cc1	-2.3	99.0	0.2	3.3	0.4	2.0	-1.6	25.5	4.0	0.0
COC(=O)CN(C)C(=O)c1ccc2nc(Cc3cccc(Cl)c3)oc2c1	3.2	86.0	1.2	-0.2	-3.4	-7.1	-1.1	-0.4	-2.8	0.0
CC(C)Oc1ccc(Cc2cnc(=S)[nH]c2N)cc1	3.5	102.0	-0.8	-0.4	-4.2	5.4	-2.3	-0.3	4.6	-0.2
CS(=O)(=O)N(CC(=O)N1CCCCC1)c1ccc(Cl)c(C(F)(F)F)c1	9.7	99.0	-0.1	1.6	-1.4	-6.0	-0.5	-0.8	1.0	0.0
CCOC(=O)[C@]12CCCC=C1N(Cc1ccccc1)C(=O)[C@H](CC(=O)N1CCN(C(=O)C3CC3)CC1)C2	nt	nt	nt	nt	-2.3	-1.4	nt	-5.6	nt	-0.1
CNc1ccc(-c2cccc(C(C)=O)c2)cn1	-5.5	99.0	-1.8	2.2	1.6	0.0	-2.2	1.7	0.6	1.0
O=C(Cn1cnc2cc([N+](=O)[O-])ccc2c1=O)Nc1cccc2ccccc12	2.9	95.0	0.2	1.4	2.9	0.6	-2.0	22.2	2.9	0.2
O=C(NN1CCOCC1)c1cccc(Cl)c1	0.3	98.0	-0.2	1.7	8.6	-0.1	-2.8	2.2	1.5	0.1
O=C(CSc1nnc(C2CC2)n1-c1ccccc1)NCCc1ccccc1	5.2	87.0	-0.3	-1.7	7.3	3.0	-2.0	-11.1	13.8	-0.1
O=C(NC1CCN(Cc2ccccc2)CC1)c1cccc(S(=O)(=O)Nc2ccc(Br)cc2)c1	7.6	100.0	-0.1	-3.8	7.8	-8.8	3.1	11.3	-18.9	0.4
Cc1ccc(C23CC4CC(CC(C(=O)NN)(C4)C2)C3)cc1	-4.0	99.0	0.6	-0.4	1.2	-0.1	-1.1	-2.2	13.5	0.0
COc1ccc(NS(=O)(=O)c2ccc3nc(COc4ccc(Cl)c(C)c4)[nH]c3c2)cc1	12.2	95.0	0.4	-4.1	3.2	-0.7	2.5	-1.2	-13.9	0.8
Cc1cc(C)c2[nH]c(=O)c(C(c3nnnn3C(C)(C)C)N3CCN(C(=O)c4ccco4)CC3)cc2c1 (stereo unspecified)	9.6	94.0	-0.5	1.6	12.2	-4.5	-0.4	-7.3	1.0	0.2
CC(=O)c1ccc(NC(=O)c2cccc(NC(=O)c3ccccc3)c2)cc1	1.2	100.0	-0.6	-2.2	-9.6	1.2	8.4*	-2.8	6.9	0.0
Cc1ccc(-n2nnnc2CNC(=O)C2CC(=O)N(c3ccc(F)cc3)C2)cc1C (stereo unspecified)	2.8	90.0	-0.3	2.9	5.0	5.6	-1.4	-4.3	0.5	0.2
COc1ccccc1C(CNc1ncnc2sc(C)c(C)c12)N(C)C (stereo unspecified)	16.3	100.0	-0.1	-3.6	-9.4	-4.5	-0.6	8.1	-3.6	-0.1
Cc1cc(C)c(NC(=O)Cn2nc(-c3ccccc3)nc2-c2ccccc2)c(C)c1	5.5	92.0	-0.9	-5.3	-4.6	-2.4	-2.7	-2.8	-4.1	0.1
S=C(NCCc1ccccc1)N1CCN(C2CCCCC2)CC1	8.7	99.0	-0.3	-5.0	-0.9	-2.0	-1.8	5.3	0.0	0.7
Cc1ccccc1-c1nc(CS(=O)(=O)CC(=O)NCc2ccc(F)cc2)c(C)o1	-0.8	96.0	-1.5	0.6	-3.0	-2.2	0.0	-4.5	1.6	-0.4
Cc1cc(C)c(S(=O)(=O)Nc2ccccc2C(=O)OCC(=O)NCc2ccccc2)c(C)c1	-2.4	94.0	3.0	-3.7	-3.0	-4.5	1.6	7.5	-22.2	0.4
Cc1ccc2[nH]c(-c3ccccc3)c(CN3CCCC3)c(=O)c2c1	20.4	98.0	-2.1	0.8	-6.1	20.4*	1.4	-0.4	-3.3	-0.4
Cc1cccc(CCNS(=O)(=O)c2ccc3c(c2)NC(=O)C(C)S3)c1 (stereo unspecified)	-2.0	100.0	-0.2	1.6	0.6	6.0	5.0	11.6	-10.9	2.6
Cc1cc(N2CCCCCC2)nc2ccccc12	4.1	96.0	1.4	-0.7	-3.3	-2.5	0.3	4.0	-2.8	1.1
Cc1ccc(C(=O)NNC(=O)c2ccco2)cc1	4.5	101.0	-1.8	0.2	7.1	0.2	-3.0	1.4	-11.6	0.1
CC(=O)c1c(C)[nH]c(C(=O)Nc2cccc(S(=O)(=O)N3CCCC3)c2)c1C	4.2	98.0	-0.2	17.8	-3.5	0.4	-1.9	7.3	12.0	-0.2
CCN(CC)S(=O)(=O)c1ccc(C(=O)NNC2=NS(=O)(=O)c3ccccc32)cc1	21.9	98.0	-0.3	1.8	-6.7	4.2	2.2	2.4	4.7	0.0
CCOC(=O)Oc1ccc2c(c1)C(C)=CC(C)(C)N2C(=O)OCC	8.6	101.0	11.0	-0.3	-7.8	1.5	-2.1	1.1	8.0	0.2
Cc1ccc(N(C(C)C(=O)Nc2cc(Cl)ccc2Oc2ccccc2)S(C)(=O)=O)cc1 (stereo unspecified)	20.3	102.0	-1.6	-5.7	-3.0	-8.8	-0.5	4.7	2.6	0.3
O=C(Nc1ccc(S(=O)(=O)N2CCCC2)cc1)c1ccc(Cl)nc1	1.3	91.0	-0.6	1.0	-5.6	3.5	0.3	0.8	-3.1	-0.1
COc1ccc(C(c2nnnn2Cc2ccccc2)N2CCN(C(=O)c3ccco3)CC2)cc1OC (stereo unspecified)	-0.9	102.0	3.6	-1.0	-0.8	-2.3	-3.6	1.6	11.8	0.0
O=C(Nc1ccc(Oc2ccccc2)cc1)c1ccc2sc([C@H]3C[C@H](O)[C@@H](CO)O3)nc2c1	0.7	95.0	-2.8	-1.0	-4.3	1.7	3.7	22.3	-20.4	1.4
CCOCCc1nnc(N)s1	-1.1	97.0	-0.8	1.7	-1.6	3.7	-0.8	8.8	-1.5	-0.1
O=C(NC12CC3CC(CC(C3)C1)C2)c1ccc([N+](=O)[O-])cc1	0.3	85.0	1.3	-2.1	5.4	-0.5	-0.2	-2.9	-9.1	0.1
CC1(C)OC(=O)C(=NNc2ccc(Cl)cc2)C(=O)O1	3.1	100.0	-1.5	2.3	-1.3	2.6	-3.3	1.0	-6.5	0.3
CCn1nc(C)c(CN2CCC(C(=O)Nc3cccc(-c4cccc(Cl)c4)c3)CC2)c1C	4.5	104.0	-0.5	0.1	16.0	-0.2	-1.4	16.4	-5.5	1.7
Cc1ccc(S(=O)(=O)NC(CC(C)C)C(=O)Oc2ccc3c4c(c(=O)oc3c2)CCC4)cc1 (stereo unspecified)	3.4	90.0	0.1	0.0	0.1	10.2	1.6	12.2	23.5	-0.1
COc1cc(C[C@H](C)[C@H](C)Cc2ccc3c(c2)OCO3)ccc1O	1.7	96.0	-0.4	-5.0	-6.9	5.0	2.8	-0.5	-8.2	0.1
Cc1ccc(N2CCN(C(=O)CN3C(=O)c4ccccc4C3=O)CC2)cc1	0.5	81.0	-0.9	0.4	3.6	-2.7	0.8	3.9	-3.7	-0.3
CCNS(=O)(=O)c1ccc2nc(NC(=O)/C=C/c3cc(OC)c(OC)c(OC)c3)sc2c1	-3.3	92.0	-0.9	-0.1	6.7	2.5	0.4	1.4	4.2	0.3
COCCCn1c(=N)c(C(N)=S)cc2c(=O)n3cccc(C)c3nc21	13.3	110.0	0.3	3.8	1.9	-2.2	-0.9	11.4	15.9	-0.2
CSCCC(NS(=O)(=O)c1ccc2c(c1)oc(=O)n2C)C(=O)NC1CCC(C)CC1 (stereo unspecified)	8.7	100.0	0.5	0.5	6.9	1.9	-1.9	1.7	14.9	0.2
Cn1nc(C(=O)N2CCN(c3ccccc3F)CC2)c2c1-c1ccccc1S(=O)(=O)C2	0.8	100.0	-0.5	0.4	0.7	0.7	-0.2	0.3	5.1	0.3
Cc1ccc[n+](CC(=O)Nc2ccc([N+](=O)[O-])cc2)c1	4.3	103.0	-0.6	-0.8	0.7	3.5	-2.9	5.0	1.2	0.0
